# m-calpain inh = calpain II (pig) inhibition; 220,000 compounds, 0.37% hits; purified calpain II, fluorogenic peptide substrate, 30 min; inhibition, % at 16 µM;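 active = inhibition above about 50%, limit read from the data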
# FXIIa inh 1536 = factor XIIa (human) inhibition; 220,000 compounds, 0.3% hits; inhibition, % at 5 µM; purified FXIIa, Boc-QGR-AMC fluorogenic substrate, 2 h; P00748; in the data active = inhibition above about 40%;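 also: 0% = enzyme with no compound and 100% = blank without enzyme; many of its hits are not listed in these tables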
# FXIa inh 1536 = inhibitors of human coagulation factor XIa. purified FXIa, Boc-Glu-Ala-Arg-AMC fluorogenic substrate. inhibition, % at 5 µM. 220,000 compounds, 0.14% hits. AID 798;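 active = inhibition of at least 40%; inactive = inhibition below 40%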;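 also: fluorescence of freed AMC excited at 355 nm; 0% = enzyme without compound and 100% = no enzyme blank; many of its hits are not listed in these tables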
# PERK inhibitor = blocks human PERK kinase. Q9NZJ5. CHO PERK-DD fusion, SEAP luminescence translation reporter. inhibition, % at 5.6 µM. 220,000 compounds, 0.17% hits;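 active = inhibition above the mean inhibition of all tested compounds plus 3 SD, set separately per screening campaign, cut at about 2.9% in these data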;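 also: PERK kinase domain activated by AP20187 dimerizer at 100 nM; 0% = DMSO with dimerizer and 100% = rapamycin at 8.4 µM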
# Target sequence (Q9NZJ5 whole entry, looked up, the tested form may be a part): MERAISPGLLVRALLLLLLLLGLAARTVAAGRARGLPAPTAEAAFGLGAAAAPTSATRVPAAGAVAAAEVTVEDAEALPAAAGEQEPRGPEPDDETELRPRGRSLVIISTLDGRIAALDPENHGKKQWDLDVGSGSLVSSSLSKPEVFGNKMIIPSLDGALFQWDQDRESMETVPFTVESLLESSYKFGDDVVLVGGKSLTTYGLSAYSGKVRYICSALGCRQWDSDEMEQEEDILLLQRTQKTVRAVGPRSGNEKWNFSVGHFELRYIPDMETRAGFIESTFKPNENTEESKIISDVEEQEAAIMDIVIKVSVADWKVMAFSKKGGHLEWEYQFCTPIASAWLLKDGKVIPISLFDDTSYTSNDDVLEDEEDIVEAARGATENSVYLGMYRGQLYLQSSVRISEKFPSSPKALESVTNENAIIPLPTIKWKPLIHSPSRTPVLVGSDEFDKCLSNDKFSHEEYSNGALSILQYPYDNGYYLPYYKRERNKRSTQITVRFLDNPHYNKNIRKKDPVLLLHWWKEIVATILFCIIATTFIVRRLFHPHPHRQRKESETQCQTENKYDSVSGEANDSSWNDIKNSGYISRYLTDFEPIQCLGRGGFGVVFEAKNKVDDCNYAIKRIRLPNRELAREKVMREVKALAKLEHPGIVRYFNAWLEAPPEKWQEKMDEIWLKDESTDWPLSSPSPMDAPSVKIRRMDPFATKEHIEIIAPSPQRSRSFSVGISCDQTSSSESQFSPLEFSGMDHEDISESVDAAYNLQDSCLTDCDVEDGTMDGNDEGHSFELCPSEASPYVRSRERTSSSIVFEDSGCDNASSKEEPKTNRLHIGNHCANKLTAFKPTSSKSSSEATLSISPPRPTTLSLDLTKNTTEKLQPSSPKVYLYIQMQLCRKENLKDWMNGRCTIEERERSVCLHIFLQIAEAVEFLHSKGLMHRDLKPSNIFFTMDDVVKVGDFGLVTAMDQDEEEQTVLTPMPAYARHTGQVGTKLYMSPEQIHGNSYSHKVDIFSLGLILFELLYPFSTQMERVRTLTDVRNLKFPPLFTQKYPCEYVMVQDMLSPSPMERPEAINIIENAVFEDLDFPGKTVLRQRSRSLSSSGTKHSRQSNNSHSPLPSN
# KCC2 mod = modulates chloride dependent transport by human KCC2 | 190,000 compounds, 2.2% hits | B-score of Tl+ flux slope (higher = more flux/activation; lower = inhibition) at 10 µM | KCC2 cells, thallium flux FluoZin-2 fluorescence | AID 1456 | Q9H2X9;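 active = thallium flux slope and its plate-corrected score both differing from the plate sample mean at a set confidence after two filtering rounds, in either direction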;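 also: slope of fluorescence scaled to starting intensity during 10 to 20 s after thallium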
# Furin inhibitor = human furin inhibition; inhibition, % at 30 µM; P09958; AID 463115; 220,000 compounds, 0.061% hits; purified furin, fluorogenic substrate cleavage; in the data active = inhibition above about 25%; also: inactives centre near -15
# Rad51 HR inh = blocks human Rad51 in homologous recombination; Q06609; hRad51 DNA strand exchange, fluorescence dequenching; inhibition, % at 10 µM; 200,000 compounds, 0.085% hits; AID 1385;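 active = inhibition above 40% at the single screening dose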;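 also: 0% = DMSO control wells and 100% = blanks with heterologous ssDNA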
#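 material = hRad51 filaments on single-stranded DNA | timing = filaments 15 min 37 °C, then compound 30 min | signal = FRET fluorescence dequenching, excitation 485 nm, emission 520 nm | benchmarks = control wells and blank wells on each plate | evaluation = percent inhibition relative to plate controls and blanks | compound = 10 µM final, single point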
# hK5 inh = kallikrein 5 (human) inhibition. 210,000 compounds, 0.59% hits. AID 873. inhibition, % at 5 µM. recombinant hK5, fluorogenic AMC substrate cleavage. Q9Y337;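 active = inhibition of 40% or more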;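 also: 0% = enzyme controls without compound and 100% = no-enzyme blanks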
# Thrombin inh = thrombin (human) inhibition; P00734; alpha-thrombin, Boc-VPR-AMC fluorogenic substrate cleavage; inhibition, % at 5 µM; 220,000 compounds, 0.26% hits; AID 1046;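 active = inhibition at or above 40%; inactive = inhibition below 40%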;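 also: 0% = enzyme with no compound and 100% = wells without enzyme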
#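 Material: human alpha-thrombin protein; Also added: Boc-VPR-AMC substrate, 15 µM final; Timing: enzyme reaction carried out at room temperature; Signal: fluorescence, ex 355 nm, em 460 nm; Measure: % inhibition of thrombin; Controls: enzyme without compound as high, wells lacking enzyme as low.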
# * hit, by the source's call; / = no result given; [ ] = remark or other dose. An excerpt; count on the stated rates, not on these rows.
# Every second line gives: m-calpain inh	FXIIa inh 1536	FXIa inh 1536	PERK inhibitor	KCC2 mod	Furin inhibitor	Rad51 HR inh	hK5 inh	Thrombin inh
- O=C(CSc1nnc(CCCO)n1-c1ccccc1)NCCc1ccccc1
    -1	17	5	0.1	-0.73	-13[20 µM]	0	-10	1
- COc1cc(NC(=S)Nc2cccnc2)cc(OC)c1OC
    2	14	2	-0.6	/	-12[20 µM]	-7	2	-2
- O=C(CC(C(=O)O)C1CCCO1)Nc1cccc(C(F)(F)F)c1 (stereo unspecified)
    -11	22	12	2.1	/	-17	-5	-7	6
- Cc1cc(C)nc(/N=C(\NC(=O)C(C)(C)C)Nc2ccccc2)n1
    -1	5	0	0.1	0.98	-8	8	-8	12
- COC(=O)CCCC(=O)Nc1ccc(Cl)c(Cl)c1
    -11	3	5	1.6	0.55	9[20 µM]	-2	-19	2
- N#CC1=C(N)N2C(=C(C#N)C13CCN(Cc1ccccc1)CC3)Nc1ccccc12
    -56	9	3	-0.8	-0.58	-20[20 µM]	3	-24	-4
- Cc1c(NC(=S)N/N=C/c2ccc(N(C)C)cc2)c(=O)n(-c2ccccc2)n1C
    -433	6	0	0.1	-0.45	-2	6	-14	-9
- Cn1c(C(=O)Nc2ccccc2)cc2sccc21
    -12	6	0	1.5	-1.5	-13[20 µM]	-4	-10	5
- COc1ccc(N2CC(O)=C(c3nc4ccccc4s3)C2=N)c(OC)c1
    -2	-7	2	-0.3	-0.77	-2	-2	-123	-1
- CC(C)(C)n1nc2c(c1NC(=O)COc1ccc(Cl)cc1)CS(=O)(=O)C2
    -3	6	-2	-0.5	-0.69	-24	4	-3	3

# The last three compounds of the part above lead into the next:
# Every second line gives: m-calpain inh	FXIIa inh 1536	FXIa inh 1536	PERK inhibitor	KCC2 mod	Furin inhibitor	Rad51 HR inh	hK5 inh	Thrombin inh
- Cn1c(C(=O)Nc2ccccc2)cc2sccc21
    -12	6	0	1.5	-1.5	-13[20 µM]	-4	-10	5
- COc1ccc(N2CC(O)=C(c3nc4ccccc4s3)C2=N)c(OC)c1
    -2	-7	2	-0.3	-0.77	-2	-2	-123	-1
- CC(C)(C)n1nc2c(c1NC(=O)COc1ccc(Cl)cc1)CS(=O)(=O)C2
    -3	6	-2	-0.5	-0.69	-24	4	-3	3
- COc1ccc2c(c1)OC(c1ccccc1)(C(F)(F)F)NC2=O (stereo unspecified)
    7	8	-4	0.0	0.8	-11	-2	-2	-12
- COc1cc(OC)cc(C(=O)NC(=S)NNC(=O)[C@H]2C[C@@H]2c2ccccc2)c1
    -34	4	6	1.6	59*	-31	5	-26	-3
- COc1ccccc1C(N)=S
    -6	17	9	1.3	0.27	-21	19	-6	2
- COC(=O)N/N=C/c1cc(C)n(-c2cccc3ccccc23)c1C
    -5	5	-5	0.3	-1.1	-9	-2	-23	-6
- COC(=O)c1ccc(S(N)(=O)=O)o1
    13	0	-2	0.2	1	-14	-12	-11	-5
- O=C1CCC(C(=O)OCc2ccccc2)N1 (stereo unspecified)
    -13	-1	-16	-0.2	0.29	-17[20 µM]	0	-13	-6
- O=C1C2C3C=CC(C4CC34)C2C(=O)N1c1cc(Cl)ccn1 (stereo unspecified)
    11	19	3	0.2	1.2	5	-10	4	29
- C=CCNC(=O)CN(c1ccc(F)cc1)S(=O)(=O)c1ccc(OC)cc1
    31	54*	12	0.0	-0.1	-25[20 µM]	-12	4	-2
- COc1ccc(-c2c[n+]3c(n2-c2c(C)n(C)n(-c4ccccc4)c2=O)CCCCC3)cc1
    -4	10	2	1.5	0.44	-25	-4	1	1
- CCOc1ccc2nc(SCC(=O)Nc3nonc3C)[nH]c2c1
    0	13	-4	-0.6	-1.7	-21	9	-10	1
- Cc1ccccc1CN1CCN(CC(=O)NCc2ccccn2)C1=O
    -27	14	4	0.5	-0.098	-15	-2	-12	0
- COc1cc(CN2CC(=O)N(c3ccc(C)cc3)C2=S)cc(OC)c1OC
    -5	8	-2	-0.3	-0.26	-17	4	-26	-5
- CCOc1c(CNc2nnnn2C)cccc1OC
    -12	-1	-4	0.4	0.73	-24	-31	-9	-1
- COCCn1c(C)cc(C(=O)COC(=O)CCc2ccc(S(=O)(=O)N3CCOCC3)cc2)c1C
    -21	13	1	1.1	-0.39	-23	-6	-13	-10
- Cc1cc(NC(=S)N(CCCN2CCN(C)CC2)Cc2ccco2)ccc1Cl
    31	9	-1	0.3	-1.1	-15	-6	3	-3
- CCOC(=O)c1ccc(NS(=O)(=O)c2ccc3c(c2)oc(=O)n3C)cc1
    14	-6	-16	0.5	0.95	-10	3	-1	2
- CSc1ncccc1C(=O)Nc1nc2ccc(Oc3ccccc3)cc2s1
    -134	9	9	1.4	-0.44	-27	-5	-22	2
- CC(C)(O)C#Cc1ccc(CN2CCN(CCc3ccccc3)C(CCO)C2)s1 (stereo unspecified)
    20	9	7	-0.2	1.4	-4	-4	-1	-14
- CCOc1ccccc1NC(=O)c1oc2ccccc2c1NC(=O)C1CCCO1 (stereo unspecified)
    -3	11	2	0.1	/	-24	/	12	9
- CCOC(=O)c1c(N)sc(C(=O)OCCOC)c1C
    20	29	39	-1.2	0.67	-3	-4	30	21
- C(=C\c1ccccc1)/CSc1nnc(-c2ccccc2)n1Cc1ccco1
    1	0	-4	-0.2	-2.9	-5[20 µM]	-30	-21	-6
- CCOCCCNC(=O)CN1C(=O)CSc2cc(S(=O)(=O)N3CCCCCC3)ccc21
    -35	9	-1	-0.6	/	-18	/	-6	1
- COC(=O)c1ccc(NC2(C#N)C(=O)Nc3ccccc32)cc1 (stereo unspecified)
    46	9	4	0.3	-1.4	31*[20 µM]	-6	-21	-4
- CCOC(=O)c1nnc(-c2cccs2)nc1Oc1ccccc1C(=O)OC
    -6	13	3	-0.2	-0.72	-13[20 µM]	5	-8	3
- Cc1ccc2c(c1)c1c3n2CCCN(Cc2ccccc2)C3CCC1 (stereo unspecified)
    0	5	-2	0.5	/	-24[20 µM]	2	1	-2
- CCCCN(CC)C(=O)c1ccc(Cl)cc1
    -10	/	-2	0.8	-1.1	-33	-3	1	-5
- Cc1cc(NS(=O)(=O)c2ccc(NC(=O)c3ccoc3C)cc2)nc(C)n1
    -36	5	-6	-0.4	0.2	-24	-1	-5	-5
- Cc1ccc(-c2nnnn2CS(=O)(=O)c2ccccc2)cc1
    0	12	4	-0.4	-0.31	-21[20 µM]	2	-1	-3
- O=C(NCCN1CCOCC1)c1ccc(CS(=O)(=O)c2c(Cl)cccc2Cl)o1
    -7	5	-6	0.4	/	-27	-3	-14	-8
- CC(=O)Nc1ccccc1C(=O)C(=O)O
    13	-6	-16	0.9	/	-9[20 µM]	-10	-20	-5
- O=C(O)C12CC3CC(C1)CC(n1ncc(NCc4ccco4)c(Cl)c1=O)(C3)C2
    16	9	0	0.0	-0.77	-10	-5	3	0
- O=S(=O)(Nc1ncccn1)c1ccc(NC(=S)Nc2ccccc2Cl)cc1
    13	5	0	0.7	0.55	-4	6	-8	-9
- Cc1cc(Cl)c(OCCOCCN2CCCCC2)c(Br)c1
    -3	14	6	0.3	0.27	-8	4	-18	-5
- O=C(CSCc1ccc(Cl)cc1)N/N=C/c1ccc(OCC(=O)Nc2ccccc2)cc1
    -10	6	0	1.1	-0.34	-16[20 µM]	-2	-3	-4
- Nc1n[nH]c2cc(=O)n(-c3cccc(C(F)(F)F)c3)nc12
    -22	11	0	0.5	0.0074	-21	-4	5	-5
- O=C(O)c1cccc(NC(=S)NC(NC(=O)c2ccco2)C(Cl)(Cl)Cl)c1 (stereo unspecified)
    -5	11	4	1.7	0.088	-13	-13	-3	-3
- O=C(NC1CCCc2ccccc21)c1ccccc1Cl (stereo unspecified)
    18	-2	-6	1.6	0.037	-20	6	-11	-1
- O=[N+]([O-])c1cc(CSC2=NCCN2)ccc1O
    -12	11	1	0.2	0.5	-20	33	2	0
- O=C(CN1CCCC1)Nc1ccccc1Sc1ccccc1
    -12	0	6	0.6	-0.75	-16	5	-15	-1
- CCCCCCn1c(C(C)O)nc2ccccc21 (stereo unspecified)
    -20	14	5	0.6	/	-18	5	-6	2
- CCCOC1(NC(=O)c2ccccc2)C(C)=CC(=O)C=C1C
    1	13	5	0.1	/	-5	1	6	-1
- CCOC(=O)C1CCN(CC(=O)Nc2cc(C)nn2-c2nc3ccccc3s2)CC1
    -10	15	3	-0.1	0.0055	-9[20 µM]	/	-11	0
- O=C(COc1ccc(Cl)cc1)Nc1ncc([N+](=O)[O-])s1
    46	8	20	0.7	-2.9	-11	-6	0	-4
- CCN(CC)C(=O)C(=O)N/N=C/c1ccc(C(=O)O)cc1
    7	10	6	0.7	1.4	-17	2	-7	0
- CC(=O)Nn1cc2c(=O)n(C)c(=O)n(C)c2c1
    17	2	5	0.0	/	-21	-6	7	-1
- CN1c2ccsc2C(O)=C(C(=S)Nc2ccc(F)c(Cl)c2)S1(=O)=O
    -20	-6	2	-1.4	/	-5[20 µM]	-1	-4	8
- CCn1nc(C)c(CN2CCCC(C(=O)c3cccc(OC(C)C)c3)C2)c1C (stereo unspecified)
    -38	8	-1	-0.2	0.51	-7	6	1	-9
- Cc1ccc(S(=O)(=O)Nc2c(C)n(C)n(-c3ccccc3)c2=O)cc1C(=O)OC(C)C(=O)N(C)c1ccccc1 (stereo unspecified)
    -39	16	8	0.1	0.2	9	-4	6	/
- CCOC(=O)c1cc(/C(C)=N/OC(=O)c2ccc(Cl)cc2)on1
    3	13	5	1.4	0.36	-25	5	5	-7
- Brc1ccc2[nH]c3c(N4CCc5ccccc5C4)ncnc3c2c1
    -9	-6	-1	-1.7	0.032	-10[20 µM]	-4	-2	-3

# Next structures.
# Every second line gives: m-calpain inh	FXIIa inh 1536	FXIa inh 1536	PERK inhibitor	KCC2 mod	Furin inhibitor	Rad51 HR inh	hK5 inh	Thrombin inh
- COc1cc2c(cc1OC)CN(CCC(=O)c1ccc(Br)cc1)CC2
    -33	7	3	-0.5	0.18	-17	4	4	-13
- COc1cc(OC)c(NS(=O)(=O)c2cccc(C(=O)OCC(=O)NCC3CCCO3)c2)cc1Cl (stereo unspecified)
    -30	5	-1	0.7	1.1	-20	-2	-4	3
- CCC(=O)Nc1nonc1-c1nc2ccccc2n1CCC(C)C
    -14	8	-9	-0.5	-1.5	-13	0	-11	-1
- O=C(O)CCC(=O)NNC(=O)c1ccc(Br)cc1
    -11	9	5	-0.8	0.48	-20	19	-4	-2
- CCCc1nc2ccc([N+](=O)[O-])cc2[nH]1
    -29	1	-5	0.4	-0.37	-6	2	-1	-9
- C/C=C/Cn1c(SCc2ccccc2)nc2c1c(=O)[nH]c(=O)n2C
    34	16	2	-1.3	-1.2	-5	-7	0	4
- Cc1ccccc1Sc1ncnc2onc(C)c12
    23	11	-10	1.8	0.97	-9[20 µM]	-6	-1	-5
- COc1ccc2c(c1)CCCN2C(N)=O
    21	18	9	0.3	0.24	-10[20 µM]	0	13	8
- CCOC(=O)C1CCN(C(=O)Cc2ccc(C)cc2)CC1
    17	8	-14	1.3	/	-4[20 µM]	7	-30	-12
- CCc1c(C)nc2ncnn2c1NC1CCCc2ccccc21 (stereo unspecified)
    39	12	-2	-0.8	-2	-10	-4	2	4
- O=C(Nc1ccc(Cl)cc1)c1cccs1
    23	5	0	0.5	-0.37	-10[20 µM]	-2	-2	-8
- CCN(CC)S(=O)(=O)c1cccc(-c2nnc(SCCOc3ccc(Cl)cc3)o2)c1
    -6	6	-1	0.5	-0.44	-3	3	-12	0

# From PubChem
